CYP2C19 activ: cytochrome P450 2C19 (human) activation. P33261. recombinant CYP2C19, luciferin-H EGE luminescence; stronger effect = higher value; 0 = fully inhibited enzyme, 1 = untreated enzyme. activation factor at 5 µM. 96,000 tested, under 10 active. AID 1025;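 active = activation factor of at least 2 at 5 µM in the primary screen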;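 also: 0 = wells with 2.5 mM tranylcypromine and 1 = vehicle-only wells; values of inactives mirror those of a sister screen read the other way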
Calb biofilm kill: kills Candida albicans biofilms; 0.14% of 85,000 active; AID 834; inhibition, % at 6 µM; C. albicans biofilm + clotrimazole, Alamar Blue;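 active = inhibition above 20%; inactive = inhibition below 20%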;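 also: preformed 24 hr biofilms exposed to compound for 48 hr; 0% = biofilm without compound and 100% = blank killed by clotrimazole plus chlorhexidine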
VCAM1 TNFa inh: reduces TNF alpha induced VCAM1 expression in HUVEC; HUVEC TNFa-induced VCAM-1 immunofluorescence, high-content imaging; inhibition, % at 2 µM; 0.48% of 95,000 active; AID 802;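 active = inhibition above the batch mean plus 3 SD, with images confirmed as a hit by eye, cut at about 37% in these data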;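 also: 0% = TNF-stimulated DMSO wells and 100% = unstimulated control wells; not every result past the cut was called active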
DAT uptake mod: human DAT dopamine uptake with cocaine, either direction | Q01959 | LLC-PK1 hDAT cells, [14C]-dopamine uptake with cocaine IC80; actives deviate in either direction | B-score at 10 µM | 1.3% of 110,000 active | AID 449768;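 active = Z score or B-score, a plate-position-corrected score, falls beyond the plate's 99.7% confidence bounds, in either direction; inactive = both scores lie inside the 99.7% bounds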;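 also: scored against the spread of the other compound wells on the same plate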
Target sequence (Q01959 whole entry, looked up): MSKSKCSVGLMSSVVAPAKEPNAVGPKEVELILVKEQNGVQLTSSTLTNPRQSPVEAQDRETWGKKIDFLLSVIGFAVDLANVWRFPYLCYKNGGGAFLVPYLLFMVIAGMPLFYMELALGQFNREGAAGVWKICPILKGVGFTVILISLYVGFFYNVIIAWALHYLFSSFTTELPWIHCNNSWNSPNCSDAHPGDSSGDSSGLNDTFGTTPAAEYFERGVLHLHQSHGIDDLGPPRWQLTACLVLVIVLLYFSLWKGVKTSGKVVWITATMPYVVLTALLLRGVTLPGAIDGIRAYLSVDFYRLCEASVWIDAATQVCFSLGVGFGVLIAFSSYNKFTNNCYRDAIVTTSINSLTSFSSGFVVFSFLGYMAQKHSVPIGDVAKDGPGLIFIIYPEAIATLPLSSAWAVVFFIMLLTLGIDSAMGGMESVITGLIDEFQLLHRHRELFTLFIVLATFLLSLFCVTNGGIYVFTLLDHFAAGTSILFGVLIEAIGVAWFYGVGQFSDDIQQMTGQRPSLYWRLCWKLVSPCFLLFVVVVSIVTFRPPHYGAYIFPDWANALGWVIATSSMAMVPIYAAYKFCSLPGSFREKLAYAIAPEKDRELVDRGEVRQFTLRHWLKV
TNFa cytotox: toxic to HUVEC cells under TNF alpha stimulation; HUVEC TNFalpha-stimulated, Hoechst cell count, imaging; cell count reduction, % at 2 µM; 0.17% of 93,000 active; AID 848;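 active = cell count reduction exceeding the screen mean by over 5 SD, scaled to untreated wells per plate, cut at about 78% in these data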;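 also: cells counted after 24 h of TNF alpha exposure following the 1 h pretreatment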
CYP2C9 inhib: human CYP2C9 inhibition; 20% of 96,000 active; inhibition, % at 5 µM; P11712; CYP2C9 Supersomes, luciferin-H conversion, luminescence;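 active = blocking of liver enzyme CYP2C9 beyond about 50% at 5 µM, limit read from the data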; also: values of inactives mirror those of a sister screen read the other way
CYP2C9 activ: activators of human CYP2C9; P11712; recombinant CYP2C9, luciferin-H conversion, luminescence; stronger effect = higher value; factor 1 = untreated enzyme, 0 = blocked; activation factor at 5 µM; 1.4% of 96,000 active;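 active = activation factor of 2 or more for CYP2C9 at a 5 µM dose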;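 also: 0 = sulfaphenazole-blocked wells and 1 = vehicle-only wells; values of inactives mirror those of a sister screen read the other way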
IL1B cytotox: toxic to HUVEC cells under IL-1B stimulation; cell count reduction, % at 2 µM; 0.41% of 94,000 active; HUVEC cell count loss, Hoechst imaging, IL-1B stimulated;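 active = cell count reduction more than 3 SD above the screen-wide mean, cut at about 70% in these data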;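 also: normalized per plate to untreated control cells as the no-loss baseline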
CYP2C19 inhib: inhibitors of human CYP2C19 | P33261 | CYP2C19 Supersomes, luciferin-H EGE luminescence, 30 min | inhibition, % at 5 µM | 21% of 96,000 active | AID 778;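 active = CYP2C19 inhibition above a set limit at 5 µM in the primary screen, cut at about 50% in these data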;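 also: plate controls were negative control wells for no effect and 2.5 mM tranylcypromine positive control for full effect; values of inactives mirror those of a sister screen read the other way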
The depositor's hits bear a star.

What do the screens show for `COc1ccc2[nH]c(=O)c(CN(C)C(=O)C3CCCCC3)cc2c1`?
CYP2C19 activ: 0.8; Calb biofilm kill: 3.4; VCAM1 TNFa inh: 1.9; DAT uptake mod: 0.811; TNFa cytotox: -29.0; CYP2C9 inhib: 13.9; CYP2C9 activ: 0.9; IL1B cytotox: 15.2; CYP2C19 inhib: 24.7

Results for Cc1ccc(/C=N/NC(=O)CSc2nc3nc(C)cc(C)n3n2)cc1 ?
CYP2C19 activ: 0.9; VCAM1 TNFa inh: -5.7; DAT uptake mod: 1.13; TNFa cytotox: -13.0; CYP2C9 inhib: 10.3; CYP2C9 activ: 0.9; IL1B cytotox: -66.2; CYP2C19 inhib: 13.5

What do the screens show for `COc1ccc(C(C(=O)NC2CCCCC2)N(Cc2cccs2)C(=O)Cc2c[nH]c3ccccc23)cc1OC` (stereo unspecified)?
CYP2C19 activ: 1; VCAM1 TNFa inh: -0.5; DAT uptake mod: 0.0567; TNFa cytotox: -19.9; CYP2C9 inhib: 85.3*; CYP2C9 activ: 0.1; IL1B cytotox: -7.9; CYP2C19 inhib: -4.8

Results for CCC(C)c1ccc(NC(=O)c2cccnc2)cc1 (stereo unspecified) ?
CYP2C19 activ: 0.9; Calb biofilm kill: 4.7; VCAM1 TNFa inh: 8.7; DAT uptake mod: 0.08; TNFa cytotox: -2.5; CYP2C9 inhib: 31.3; CYP2C9 activ: 0.7; IL1B cytotox: -55.4; CYP2C19 inhib: 6.5

Results for CCOc1ccc(N2C(=O)CC(N3CCN(C(=O)CN4CCCC4)CC3)C2=O)cc1 (stereo unspecified) ?
CYP2C19 activ: 1; Calb biofilm kill: 2.3; VCAM1 TNFa inh: 20.4; DAT uptake mod: -0.0777; TNFa cytotox: -5.2; CYP2C9 inhib: -4.5; CYP2C9 activ: 1; IL1B cytotox: -4.9; CYP2C19 inhib: 0.7

What do the screens show for `CCN(CC)CC(=O)Nc1nn(-c2ccccc2)nc1C(N)=O`?
CYP2C19 activ: 1.2; Calb biofilm kill: 8.4; VCAM1 TNFa inh: 8.8; DAT uptake mod: 0.000339; TNFa cytotox: 1.2; CYP2C9 inhib: -20.1; CYP2C9 activ: 1.2; IL1B cytotox: -3.9; CYP2C19 inhib: -19.9

What do the screens show for `COc1ccc(NC(=O)Nc2c(C)n(C)n(-c3ccccc3)c2=O)cc1`?
CYP2C19 activ: 1; Calb biofilm kill: 9.3; DAT uptake mod: 0.0669; CYP2C9 inhib: 10.9; CYP2C9 activ: 0.9; CYP2C19 inhib: 2.5

What do the screens show for `Cc1ccc(NC(=O)c2onc(C)c2Cl)cc1`?
CYP2C19 activ: 1; Calb biofilm kill: 4.9; VCAM1 TNFa inh: 3.0; DAT uptake mod: -2.64*; TNFa cytotox: -1.8; CYP2C9 inhib: 11.8; CYP2C9 activ: 0.9; IL1B cytotox: -9.9; CYP2C19 inhib: -1.0

What do the screens show for `COCCSc1nc2c(c(=O)[nH]c(=O)n2C)n1CCC(C)C`?
CYP2C19 activ: 1; Calb biofilm kill: -0.5; VCAM1 TNFa inh: 4.7; TNFa cytotox: -32.2; CYP2C9 inhib: 32.8; CYP2C9 activ: 0.7; IL1B cytotox: -7.3; CYP2C19 inhib: -4.6

What do the screens show for `CCCOc1ccc(C(=O)NC(=S)Nc2nc(C)c(C(=O)N(C)C)s2)cc1`?
CYP2C19 activ: 0.4; VCAM1 TNFa inh: -8.8; DAT uptake mod: 0.664; TNFa cytotox: -6.0; CYP2C9 inhib: 43.2; CYP2C9 activ: 0.6; IL1B cytotox: 2.1; CYP2C19 inhib: 62.7*

How did Cc1nn(C)c(C)c1CN(C)S(=O)(=O)c1ccc(F)cc1 do in these assays?
Calb biofilm kill: 3.2; VCAM1 TNFa inh: 20.3; DAT uptake mod: 0.455; TNFa cytotox: -18.3; IL1B cytotox: -16.9

How did CCCCN(C)C(=O)C1CCN(CCCc2ccccc2)CC1 do in these assays?
CYP2C19 activ: 0.8; Calb biofilm kill: 4.8; VCAM1 TNFa inh: 3.8; DAT uptake mod: 0.733; TNFa cytotox: -23.6; CYP2C9 inhib: 23.4; CYP2C9 activ: 0.8; IL1B cytotox: 15.8; CYP2C19 inhib: 23.2

How did O=C(NCCCCNC(=O)c1cccnc1)c1cccnc1 do in these assays?
CYP2C19 activ: 1.1; Calb biofilm kill: 4.7; VCAM1 TNFa inh: -47.2; DAT uptake mod: 0.397; TNFa cytotox: -13.8; CYP2C9 inhib: -3.4; CYP2C9 activ: 1; IL1B cytotox: -48.3; CYP2C19 inhib: -10.8

What do the screens show for `Cc1ccc(C(=O)NC2CC(C)(C)NC(C)(C)C2)cc1C`?
CYP2C19 activ: 1.1; Calb biofilm kill: 10.4; VCAM1 TNFa inh: 11.9; DAT uptake mod: -0.0198; TNFa cytotox: -6.0; CYP2C9 inhib: -14.1; CYP2C9 activ: 1.1; IL1B cytotox: -13.2; CYP2C19 inhib: -9.5

Results for COc1ccc(S(=O)(=O)N2CCSC2c2ccccc2)cc1 (stereo unspecified) ?
CYP2C19 activ: 0; Calb biofilm kill: 9.5; VCAM1 TNFa inh: 15.9; DAT uptake mod: -0.234; TNFa cytotox: -4.3; CYP2C9 inhib: -61.6; CYP2C9 activ: 1.6; IL1B cytotox: -28.2; CYP2C19 inhib: 99.4*

Results for O=C(c1ccccc1)N1CCC(O)(c2ccc3c(c2)OCO3)CC1 ?
Calb biofilm kill: 1.4; VCAM1 TNFa inh: -11.4; DAT uptake mod: 0.162; IL1B cytotox: -39.7

How did COc1ccc(N2C(=O)CCC2=O)cc1 do in these assays?
CYP2C19 activ: 1.2; Calb biofilm kill: -0.2; VCAM1 TNFa inh: 3.2; DAT uptake mod: -1.02; TNFa cytotox: 2.3; CYP2C9 inhib: -27.4; CYP2C9 activ: 1.3; IL1B cytotox: 3.6; CYP2C19 inhib: -23.8

Results for O=C(c1ccccc1)N1CCN2C(=O)c3ccccc3C12c1ccc(Cl)cc1 (stereo unspecified) ?
CYP2C19 activ: 0.4; Calb biofilm kill: 6.2; VCAM1 TNFa inh: 14.7; DAT uptake mod: 0.157; TNFa cytotox: -20.0; CYP2C9 inhib: 31.1; CYP2C9 activ: 0.7; IL1B cytotox: -6.3; CYP2C19 inhib: 62.6*

Results for COc1ccc(NC(=O)C2CCCN(S(=O)(=O)c3c(C)[nH]c(=O)[nH]c3=O)C2)cc1 (stereo unspecified) ?
CYP2C19 activ: 0.9; VCAM1 TNFa inh: 11.7; DAT uptake mod: 0.182; TNFa cytotox: -6.5; CYP2C9 inhib: 17.5; CYP2C9 activ: 0.8; IL1B cytotox: -11.0; CYP2C19 inhib: 5.8

How did N#CC1=C(N)C(C#N)(C#N)C(c2cccnc2)C2CN(C(=O)OCc3ccccc3)CC=C12 (stereo unspecified) do in these assays?
Calb biofilm kill: 5.1; VCAM1 TNFa inh: 14.1; DAT uptake mod: 3.92*; TNFa cytotox: -1.6; IL1B cytotox: -8.8

Results for CCCn1c(SCC(=O)NCCc2ccc(Cl)cc2Cl)n[nH]c1=O ?
CYP2C19 activ: 0.7; Calb biofilm kill: 9.6; VCAM1 TNFa inh: -1.7; DAT uptake mod: 3.37*; TNFa cytotox: -11.6; CYP2C9 inhib: 35.4; CYP2C9 activ: 0.6; IL1B cytotox: 0.0; CYP2C19 inhib: 26.8

Results for CC(=O)Cn1c(CN2CC(C)CC(C)C2)nc2c1c(=O)n(C)c(=O)n2C (stereo unspecified) ?
CYP2C19 activ: 1; Calb biofilm kill: -5.2; VCAM1 TNFa inh: 10.6; DAT uptake mod: 0.397; TNFa cytotox: -31.8; CYP2C9 inhib: 5.8; CYP2C9 activ: 0.9; IL1B cytotox: -27.7; CYP2C19 inhib: 0.5

How did Cc1ccccc1OCCCCn1cnc2ccccc21 do in these assays?
CYP2C19 activ: 0.4; Calb biofilm kill: -1.2; VCAM1 TNFa inh: 4.2; DAT uptake mod: -0.81; TNFa cytotox: 3.2; CYP2C9 inhib: 34.6; CYP2C9 activ: 0.7; IL1B cytotox: 6.0; CYP2C19 inhib: 60.8*

What do the screens show for `CCCc1nn(CCc2ccccn2)c(N)c1CC`?
CYP2C19 activ: 0.7; Calb biofilm kill: 2.2; DAT uptake mod: -1.14; CYP2C9 inhib: 8.2; CYP2C9 activ: 0.9; CYP2C19 inhib: 31.0

What do the screens show for `O=C(COc1ncnc2ccccc12)N1CCN(C(=O)c2ccco2)CC1`?
CYP2C19 activ: 1; DAT uptake mod: -0.91; CYP2C9 inhib: -0.7; CYP2C9 activ: 1; CYP2C19 inhib: -4.9

How did CCOC(=O)N1CCN(S(=O)(=O)c2ccc(OCC(=O)OC)cc2)CC1 do in these assays?
CYP2C19 activ: 0.8; Calb biofilm kill: 2.5; VCAM1 TNFa inh: -0.3; DAT uptake mod: 0.589; TNFa cytotox: -40.1; CYP2C9 inhib: 11.1; CYP2C9 activ: 0.9; IL1B cytotox: -3.1; CYP2C19 inhib: 21.6

Results for CCc1ccc(S(=O)(=O)c2n[nH]n3c2nc(=O)c2ccccc23)cc1 ?
Calb biofilm kill: 5.7; VCAM1 TNFa inh: -1.0; DAT uptake mod: 0.4; TNFa cytotox: -20.2; IL1B cytotox: -69.9

How did COc1ccc(CCN(Cc2cccs2)S(=O)(=O)c2ccc(-n3cnnn3)c(OC)c2)cc1OC do in these assays?
CYP2C19 activ: 0.5; VCAM1 TNFa inh: -8.9; DAT uptake mod: -0.735; TNFa cytotox: -15.0; CYP2C9 inhib: 55.1*; CYP2C9 activ: 0.4; IL1B cytotox: -4.5; CYP2C19 inhib: 50.1*

Results for COc1ccc(NC(=S)Nc2nc(CC(=O)Nc3ccccc3OC)cs2)cc1 ?
CYP2C19 activ: 0.9; VCAM1 TNFa inh: -10.9; DAT uptake mod: -2.22; TNFa cytotox: 1.3; CYP2C9 inhib: 28.5; CYP2C9 activ: 0.7; IL1B cytotox: 27.2; CYP2C19 inhib: 6.2

What do the screens show for `O=C(c1ccc(Br)o1)N(c1ccc(Br)cc1)C1C=CS(=O)(=O)C1` (stereo unspecified)?
CYP2C19 activ: 0.1; Calb biofilm kill: 2.2; VCAM1 TNFa inh: 31.6; DAT uptake mod: 0.262; TNFa cytotox: -3.6; CYP2C9 inhib: 58.8*; CYP2C9 activ: 0.4; IL1B cytotox: -32.4; CYP2C19 inhib: 86.1*

Results for Cc1ccccc1NC(=O)CSc1nc2cc3c(cc2cc1C)CCC3 ?
CYP2C19 activ: 0.9; VCAM1 TNFa inh: -1.2; DAT uptake mod: -0.714; TNFa cytotox: 4.7; CYP2C9 inhib: 51.6*; CYP2C9 activ: 0.5; IL1B cytotox: -17.8; CYP2C19 inhib: 8.4

Results for CCOc1ccccc1NC(=S)NCc1ccco1 ?
CYP2C19 activ: 0.1; Calb biofilm kill: -1.2; VCAM1 TNFa inh: 1.1; DAT uptake mod: -0.122; TNFa cytotox: -5.5; CYP2C9 inhib: -31.4; CYP2C9 activ: 1.3; IL1B cytotox: 23.4; CYP2C19 inhib: 87.2*
